Pf growth 96h: P. falciparum growth inhibition at 96 hour, primary screen for plastid delayed-death inhibitors. AID 504834. 320,000 tested, 6.9% active. P. falciparum luciferase reporter growth, 96 h. Potency, µM (doses to about 28.7 µM), for inactives: at the highest dose activity change, negative = inhibition, actives largely listed as inhibitors; further: potency means the concentration at half of the fitted maximal effect; on the % scale 0 is the no-effect control and ±100 the full control effect
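P. falciparum expressing integrated firefly luciferase, in erythrocytes at 2% hematocrit, 0.05% parasitemia, incubated with compounds 96 h at 37 C, 5% CO2. Growth inhibition read as loss of luminescence; two-generation exposure targets delayed-death apicoplast inhibitors.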
CHX counter: counter-screen hit for Shiga toxin inhibitors, cycloheximide. cell reporter, cycloheximide protein synthesis inhibition counterscreen. max response, %. 300,000 tested, 12% active. AID 2314; in the data active means max response mostly above about 13%, no sharp cut-off; inactive means mostly below about 14%; further: read at 38.3 µM for the half of the compounds with a filed dose; 0% is about no effect
Shiga inhibitor: Shiga toxin inhibition | Vero cells, Shiga toxin protein synthesis inhibition reporter | inhibition, % at 38.7 µM | 290,000 tested, 9.2% active | AID 2315; in the data active means inhibition mostly above about 28%, no sharp cut-off; inactive means mostly below about 43%; further: 0% is about no effect
Giardia FBPA inh: Giardia lamblia aldolase inhibition. purified Giardia FBPA. Potency, µM (series often up to 59.6 µM), for inactives: at the highest dose activity, negative = inhibition, usual class: inhibitors. 290,000 tested, 0.71% active. AID 2451; further: potency means the concentration at half of the fitted maximal effect; on the % scale 0 is the no-effect control and ±100 the full control effect; nearly all actives have a fitted effect of over 55% in size
Target sequence (A8B2U2 whole entry, looked up): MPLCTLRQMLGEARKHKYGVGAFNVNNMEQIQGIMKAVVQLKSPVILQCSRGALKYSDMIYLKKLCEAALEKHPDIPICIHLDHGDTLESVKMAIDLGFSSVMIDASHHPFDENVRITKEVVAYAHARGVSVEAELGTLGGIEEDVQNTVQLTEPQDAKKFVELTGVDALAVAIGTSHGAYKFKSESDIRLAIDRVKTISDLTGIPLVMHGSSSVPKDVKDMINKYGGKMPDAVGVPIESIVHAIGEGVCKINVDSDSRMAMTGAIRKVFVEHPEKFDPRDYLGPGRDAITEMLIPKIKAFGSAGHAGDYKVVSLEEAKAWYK
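40 nM FBPA preincubated 10 min at RT with compound (up to 57.5 uM final), then substrate plus GAPDH/TPI/NAD/arsenate coupling and diaphorase/resazurin added. Fluorescence read after 20 min at RT, 525/598 nm.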
Pf growth 48h: inhibits P. falciparum growth in the first generation, 48 h; P. falciparum luciferase growth in erythrocytes, 48 h; Potency, µM (top dose mostly 28.7 µM), inactives show top-dose activity change, negative = inhibition, usual class: inhibitors; 310,000 tested, 5.9% active; further: potency means the concentration at half of the fitted maximal effect; on the % scale 0 is the no-effect control and ±100 the full control effect
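Luciferase-expressing parasites in RBCs, 2% Hct / 0.1% parasitemia final; RPMI 1640 + 0.5% Albumax; 37 C, 5% CO2, one generation; luminescence read-out, lower signal = inhibition.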
Sm TGR block: blocks Schistosoma mansoni thioredoxin glutathione reductase | Q962Y6 | purified TGR, DTNB reduction, TNB absorbance 405 nm | Potency, µM (titrated, usually from 114 µM), for the others: at the highest dose activity change, negative = inhibition, usual class: inhibitors | 360,000 tested, 3% active | AID 485364; further: potency means the concentration at half of the fitted maximal effect; on the % scale 0 is the no-effect control and ±100 the full control effect; nearly all actives have a fitted effect of over 60% in size
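TGR 20 nM + NADPH 100 uM (dispensed conc.), cpd preinc 15 min RT; start with NADPH (500 uM addition) then DTNB (15 mM addition). Kinetic TNB absorbance, 405 nm filter. Four-parameter Hill fit across titration.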
Starred values were filed as active, the others as inactive; ? = inconclusive; / = no result given; & = joins results of further samples; [ ] = dose if it differs, or a comment. Unless noted, the call rests on the fitted dose curve; in most records, active means well fitted curve in the direction sought with a large enough effect; inconclusive means small, poorly fitted or top-dose-only effect, or another doubt; inactive means no such curve, though single readings can be large; an effect the other way counts as inactive or inconclusive.

canonical_smiles	Giardia FBPA inh	Shiga inhibitor	Sm TGR block	Pf growth 96h	CHX counter	Pf growth 48h
CCOC(=O)CSc1nn(-c2ccccc2)c(=S)s1	5%	17	-7%	12%	3	-4%
Cn1c(SCc2cccnc2)nc2c(c1=O)SCC2	-6%	-8	15%	?	3	-2%
O=C(NCC(c1ccco1)N1CCN(c2ccccc2)CC1)C(=O)NC1CCCC1 (stereo not drawn)	/	/	0%	-5%	/	-22%
CC(=O)Oc1ccc(OC(C)=O)c(SCCCCCN2CCOCC2)c1	?	26	50µM*	7.4µM*	7	5.2µM*
N#CCCn1cc(C(=O)Nc2ccccc2Br)c(-c2cc3ccccc3o2)n1	2%	7	-3%	-61%	3	6%
CCN(CC)CCn1c(C)nc2c(sc3nc4c(cc32)COC(C)(C)C4)c1=O	6%	11	-11%	3%	8	8%
CCCCOc1cccc(C2(C(=O)O)CCCC2)c1	5%	22	-4%	-8%	-1	2%
O=C(CSc1ccccc1)N1CCN(S(=O)(=O)c2ccccc2)CC1	/	-4	-3%	-10%	-2	?
COc1ccc(S(=O)(=O)Cc2ccc(C(=O)NCC(OC)OC)o2)cc1	5%	23	-17%	2%	-2	34%
CC(=O)Nc1cccc(C(=O)OC(C(=O)c2ccc(C)c(C)c2)c2ccccc2)c1 (stereo not drawn)	-8%	-12	0%	10µM*	-3	?
CC1=C(C(=O)OCC2CCCO2)C(c2ccc(Cl)cc2)NC(=O)N1 (stereo not drawn)	5%	-11	6%	0%	-1	-22%
Cc1cccc(OCc2nnc(SCCC(=O)O)n2-c2ccccc2)c1	5%	/	79µM*	?	-1	29%
Cc1ccc(NC(=O)CCNC(=O)c2ccco2)cc1	1%	8	9%	-23%	11	10%
O=C(O)CCC(=O)Nc1ccc(C(=O)OCC(=O)c2ccc(Cl)cc2Cl)cc1	16%	-17	9%	4%	-3	-3%
Cc1cc(C(=O)N/N=C/c2cc(Br)cc(Br)c2OC(=O)c2cccc(F)c2)n[nH]1	-2%	-13	-11%	?	1	12µM*
CCN1/C(=C/c2ccc3cc(C)ccc3[n+]2CC)Sc2cc(C)c(C)cc21	2%	-4	-13%	2%	-1	2.1µM*
O=C(C1CC(c2ccc(F)cc2)=NO1)N1CCN(c2ccccc2)CC1 (stereo not drawn)	3%	-11	-13%	?	-5	/
CCOC(=O)c1cccc(-c2c(-c3ccccc3)ncc3cc(OC)c(OC)cc23)c1	/	/	-3%	?	/	?
O=C(c1ccc(Cl)cc1)C1CCN(C(=O)c2ccccc2)CC1	2%	-7	-29%	?	-2	-7%
COc1cc(/C=C2\COC/C(=C\c3cc(OC)c(OC)c(OC)c3)C2=O)cc(OC)c1OC	-4%	44*	?	0.83µM*	28*	0.37µM*

Compound profiles, from the list above. Screens in order: Giardia FBPA inh, Shiga inhibitor, Sm TGR block, Pf growth 96h, CHX counter, Pf growth 48h
O=C(NCC(c1ccco1)N1CCN(c2ccccc2)CC1)C(=O)NC1CCCC1 (stereo not drawn) as listed: /, /, 0%, -5%, /, -22%
CCCCOc1cccc(C2(C(=O)O)CCCC2)c1 as listed: 5%, 22, -4%, -8%, -1, 2%

More entries:
canonical_smiles	Giardia FBPA inh	Shiga inhibitor	Sm TGR block	Pf growth 96h	CHX counter	Pf growth 48h
O=C(Nc1cc(Cl)ccc1O)c1cc(-c2ccco2)on1	-6%	80*	-17%	3%	40*	?
CCn1cc(Br)c(C(=O)NC(C)c2ccccc2)n1 (stereo not drawn)	0%	18	2%	2%	-4	-17%
O=c1c2ccccc2ncn1Cc1ccc(Cl)c(Cl)c1	6%	20	-28%	-4%	-2	?
O=C(Nc1ccc2nsnc2c1)c1ccc2c(c1)OCO2	-15%	64*	14%	?	32*	171%[activator]
COc1ccccc1OCC(O)Cn1c(=N)n(CCN2CCCCC2)c2ccccc21 (stereo not drawn)	2%	18	-15%	-22%	-2	3.3µM*
CN(C)S(=O)(=O)N1CCN(C(=O)N2CCCCC2)CC1	-1%	-7	-13%	/	-4	6%
Cc1nc([N+](=O)[O-])cn1CC(=O)Nc1ccc2c(c1)OCO2	1%	-8	-5%	61%[activator]	-2	-11%
O=C(O)CCCC(=O)Nc1ccc2c(c1)oc1ccccc12	4%	-4	3%	2%	-2	8%
Cc1cc(N)n2nc(C(F)(F)F)nc2n1	7%	20	-10%	-13%	6	-30%[5.75 µM]
Cc1ccc(N2C(=O)CC(Cc3ccc(Cl)cc3)C2=O)cc1 (stereo not drawn)	3%	14	9%	-14%	-1	13%
O=C(c1cccc(Cl)c1)N1CCN(C2CCCCCC2)CC1	7%	-13	0%	?	-3	-36%
COc1ccccc1N1CN(CCc2ccccc2)CNC1=S	-8%	-18	5%	-18%	-1	-17%
O=C(Nc1ccccc1Cl)NC1(C(=O)N2CCCCC2)CCCCC1	-2%	1	-3%	?	2	?
Cc1cc(C)c(OCC(=O)N(Cc2ccccc2)C2CCS(=O)(=O)C2)c(C)c1 (stereo not drawn)	1%	1	-10%	?	-3	?
CCN1C2=C(C(=O)CCC2)C(c2ccc(O)cc2)C2=C1CCCC2=O	-17%	15	-22%	-18%	2	3%
O=C1CCC(C(=O)Nc2ccc([N+](=O)[O-])cc2)N1 (stereo not drawn)	/	/	1%	0%	/	31%[activator]
C=CCc1cccc2cc(C(=O)N3CCN(c4ccccn4)CC3)c(=O)oc12	-6%	-21	-25%	131%[activator]	-1	33%[activator]
Cc1nc2ccccc2cc1C(=O)N(C)Cc1ccccc1	-2%	-6	-3%	7%	-1	-2%
c1cnc(NC2CCCCCC2)nc1	1%	-1	-12%	101%[activator]	-3	0%
COC(=O)c1cc2nc(-c3ccccc3)cc(C(F)(F)F)n2n1	-1%	-6	-31%	-13%	-4	19%
COc1ccc(S(=O)(=O)N2CCCCCC2)cc1C(=O)OCC(=O)Nc1cc(C)on1	4%	6	5%	3%	-1	13%
O=C(COC(=O)CCCN1C(=O)c2cccc3cccc(c23)C1=O)Nc1cccc(Br)c1	0%	-7	-4%	-9%	-2	-4%
CN1C2c3ccccc3C3C4c5ccccc5C(C31)C(C2[N+](=O)[O-])N4C (stereo not drawn)	2%	3	13%	-2%	14	-33%
O=C(Nc1cc(Cl)cc(Cl)c1)C1CCCC1	-2%	-1	-11%	-61%	0	5%
CCS(=O)(=O)Nc1ccc(C2=NN(S(=O)(=O)c3ccc(F)cc3)C(c3ccco3)C2)cc1 (stereo not drawn)	-5%	-9	45µM*	?	-1	/
CC1=Nc2ccccc2N=C(NC(=O)/C=C/C(=O)O)C1c1ccccc1 (stereo not drawn)	-28%	77*	0%	47%[activator]	40*	55%[activator]
O=C(CS(=O)(=O)c1ccc(Cl)cc1)NCCS(=O)(=O)c1ccc(Cl)cc1	2%	-4	-20%	9%	9	2%
Cc1nn(C)c(N)c1-c1ccccc1	8%	6	-2%	0%	-3	-4%
CCC(Sc1nc2c(cnn2-c2ccc(Cl)cc2)c(=O)[nH]1)C(=O)OC (stereo not drawn)	-3%	-1	0%	16%	2	23%
COc1ccc(S(=O)(=O)N2CCCCCC2)cc1C(=O)OCC(=O)NCC(C)C	3%	17	-22%	-6%	-1	/
O=S(=O)(c1ccc(Cl)c(C(F)(F)F)c1)N1CCN(c2ccccn2)CC1	2%	-5	-3%	8%	0	2%
COc1ccc(-c2nc(C#N)c(NCc3ccc(C)cc3)o2)cc1OC	-4%	51	0%	6%	14	-29%
Cc1cc(C)cc(NC(=O)CCn2c(=S)[nH]c3ccccc3c2=O)c1	/	1	4%	-27%	0	-21%
COc1cc(/C=C(\C#N)C(=O)c2c(C)[nH]c3ccccc23)cc(OC)c1OC	-1%	-14	-2%	-28%	-1	-12%
Cc1ccc(/C=C2\SC(=S)N(CCCC(=O)Nc3ccccc3C(=O)O)C2=O)cc1	/	-9	-5%	?	1	18%
CC(=O)Nc1cc(ON=C(C)C)cc([N+](=O)[O-])c1	-2%	-9	1%	-33%	-4	33%[activator]
NNC(=O)CNS(=O)(=O)c1ccc([N+](=O)[O-])cc1	-3%	16	19%	3%	-2	-10%
CC(CCc1ccccc1)NC(=O)c1ccc2nc(N3CCOCC3)sc2c1 (stereo not drawn)	5%	-9	-1%	?	5	14%
Cc1ccc(-n2nc3c(=O)n(CCCC(=O)NCc4ccccc4C)nc(C)c3c2C)cc1	/	-5	-14%&5%	?	-1	?
CC(=O)CCS(=O)(=O)c1ccc(Oc2ccc(S(=O)(=O)CCC(C)=O)cc2)cc1	8%	23*	10µM*	?	17*	-24%
CN1c2ccccc2-c2nc3ccccc3n2C1c1ccco1 (stereo not drawn)	0%[12.9 µM]	9	-6%	27%	10	12µM*
CC(=O)c1c(C)[nH]c(C(=O)Nc2ccccc2Cl)c1C	3%	46*	1%	51%[activator]	19	58%[activator]
COc1cc(OC)cc(C(=O)NNC(=O)C(=O)Nc2cc(OC)c(Cl)cc2OC)c1	-1%	-3	4%	?	-4	2%
Cc1nnc(SCc2ccon2)n1-c1ccccc1	-2%	10	-12%	?	-2	2%
COc1cc(OC)cc(-c2c(C#Cc3ccsc3)c3cc(-c4ccc5cc[nH]c5c4)ccc3n2C)c1	/	/	25µM*	1.9µM*	/	?
O=C(OCC(=O)N1CCc2ccccc21)c1n[nH]c(=O)c2ccccc12	/	/	4%	11%	/	23%
Cc1c(O)ccc2c(CN3CCN(Cc4ccccc4)CC3)cc(=O)oc12	-6%	-3	5%	?	3	0%
Cc1ccc(S(=O)(=O)Nc2cccc3c2CCCC3)cc1	-25%	-6	-5%	0%	1	12%
CCN(c1ccccc1)S(=O)(=O)c1cccc(C(=O)NCc2ccccc2CN2CCOCC2)c1	/	/	?	?	/	13µM*
S=c1nc2ccccc2c2nc(-c3ccccc3Cl)[nH]n12	-5%	29	2%	1.7µM*	12	1.5µM*
COc1ccc(CCNCC(O)Cn2ccc3ccccc32)cc1OC (stereo not drawn)	3%	-4	11%	?	1	10µM*
OC(COc1cccc2ccccc12)CN1CCN(c2ccc(Cl)cc2)CC1 (stereo not drawn)	2%&-3%	-5&-8	-6%&1%	35%&8%[activator]	7&-2	?
Oc1ccc(Nc2nc(-c3ccc(Cl)cc3)nc3ccccc23)cc1	/	2	8%	/	-3	/
CCOc1ccccc1N(CC(=O)NC1CCCCC1)C(=O)CNC(=O)c1ccco1	3%	-4	0%	-12%	-1	-4%
CCOC(=O)c1sc(NC(=O)/C=C/c2cnn(C)c2C)c(C(=O)OC(C)C)c1C	0%	-8	?	?	9	?
COc1ccc(CCN2C(=O)C3C(C2=O)C2C=CC3C23CC3)cc1OC (stereo not drawn)	6%	-5	3%	68%[activator]	8	34%[activator]
Cc1ccc(-c2ccccc2)n1-c1cccc(C(=O)O)c1	17%	163*	20µM*	31%[activator]	66*	62%[activator]
CCOc1ccc(C(C)=O)cc1COc1ccc(-c2nnco2)cc1	/	-22	1%	-103%	-5	?
O=C(Cc1ncc(C(F)(F)F)cc1Cl)N1CCN(c2cccc(Cl)c2)CC1	-2%	7	1%	-17%	3	?
Cc1ccc(F)cc1NCC(=O)Nc1ccc(Br)cc1	0%	58*	3%	115%[activator]	31*	59%[activator]

Look-ups from above.
Entry for O=C(Nc1ccc2nsnc2c1)c1ccc2c(c1)OCO2 under Shiga inhibitor: 64*
Entry for O=C(O)CCCC(=O)Nc1ccc2c(c1)oc1ccccc12 under CHX counter: -2
Entry for CC(=O)Nc1cccc(C(=O)OC(C(=O)c2ccc(C)c(C)c2)c2ccccc2)c1 (stereo not drawn) under Giardia FBPA inh: -8%
Entry for COc1ccccc1N1CN(CCc2ccccc2)CNC1=S under Pf growth 96h: -18%

Screening results (PubChem BioAssay)
